# GluA2 TARP mod = modulators of GluA2-stargazin AMPA receptor complexes, primary screen, cell-based, membrane potential dye; Voltage-dependent calcium channel gamma-2 subunit (Mus musculus) + Glutamate receptor 2 …; HEK293 GluA2+stargazin, membrane potential dye (FDSS), glutamate EC50; hits were called plate by plate, in both directions; calls only at 30 µM; 40,000 tested, 3.5% active;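 active = any of four per-well response measures lying three or more SD from its plate-wide compound average, in either direction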
# Target sequence (O88602 whole entry, looked up): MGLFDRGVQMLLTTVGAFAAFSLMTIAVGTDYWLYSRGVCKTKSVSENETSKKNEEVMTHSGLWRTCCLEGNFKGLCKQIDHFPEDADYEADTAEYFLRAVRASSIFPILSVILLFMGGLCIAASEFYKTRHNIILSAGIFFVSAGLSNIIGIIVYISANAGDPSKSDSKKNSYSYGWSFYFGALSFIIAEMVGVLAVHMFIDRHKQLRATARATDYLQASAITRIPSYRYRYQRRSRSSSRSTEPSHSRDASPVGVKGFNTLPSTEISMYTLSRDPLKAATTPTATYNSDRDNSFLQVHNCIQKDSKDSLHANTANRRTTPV
# Target sequence (P19491 whole entry, looked up): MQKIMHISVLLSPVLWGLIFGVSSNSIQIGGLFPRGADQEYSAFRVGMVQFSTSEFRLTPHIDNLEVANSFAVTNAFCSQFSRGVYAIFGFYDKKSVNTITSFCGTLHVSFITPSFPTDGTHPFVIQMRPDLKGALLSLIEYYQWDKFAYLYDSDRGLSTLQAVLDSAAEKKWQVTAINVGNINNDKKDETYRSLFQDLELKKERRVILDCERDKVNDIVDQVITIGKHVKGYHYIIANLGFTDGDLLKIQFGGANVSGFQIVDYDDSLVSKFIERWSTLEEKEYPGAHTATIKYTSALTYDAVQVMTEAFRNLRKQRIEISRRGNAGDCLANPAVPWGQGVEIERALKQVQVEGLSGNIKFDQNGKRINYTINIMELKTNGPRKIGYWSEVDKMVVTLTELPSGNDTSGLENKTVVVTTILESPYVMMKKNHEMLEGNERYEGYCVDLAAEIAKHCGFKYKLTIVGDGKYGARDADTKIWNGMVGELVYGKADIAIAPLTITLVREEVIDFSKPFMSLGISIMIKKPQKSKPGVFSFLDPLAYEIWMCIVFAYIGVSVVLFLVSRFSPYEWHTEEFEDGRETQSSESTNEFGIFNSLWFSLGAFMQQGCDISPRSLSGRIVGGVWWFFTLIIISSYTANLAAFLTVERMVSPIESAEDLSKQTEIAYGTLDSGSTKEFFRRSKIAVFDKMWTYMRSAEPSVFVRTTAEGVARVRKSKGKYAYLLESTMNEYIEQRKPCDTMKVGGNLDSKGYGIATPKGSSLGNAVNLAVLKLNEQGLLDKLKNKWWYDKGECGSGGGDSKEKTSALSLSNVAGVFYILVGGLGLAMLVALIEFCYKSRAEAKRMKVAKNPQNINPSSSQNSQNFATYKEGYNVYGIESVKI
# GluA2 TARP mod agonism max-min = recorded beside GluA2 TARP mod, whose call it bears; compound max-min signal; compound-alone response (agonism);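 unitless range of fluorescence divided by baseline over first 100 seconds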
# GluA2 TARP mod glutamate slope = recorded beside GluA2 TARP mod, whose call it bears; glutamate slope, % of max; measured here: glutamate response slope, % max;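 scaled per plate between vehicle wells and maximal 1 mM glutamate control wells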
# The depositor's hits bear a star; i = inactive; + = active, no number. Some of the compounds tested (hit frequency here may not be typical).
GluA2 TARP mod	GluA2 TARP mod agonism max-min	GluA2 TARP mod glutamate slope	Structure
i	0.13	60	Cc1cc([N+](=O)[O-])ccc1NC(=O)C(=O)NCCc1ccccc1
i	0.089	41	Cc1ccc2nc(NC(=O)CSc3c(C)cnc4c3c(=O)n(C)c(=O)n4C)sc2c1
i	0.12	55	COc1ccc(-c2coc3c4c(ccc3c2=O)OCN(CCCO)C4)cc1OC
i	0.11	45	O=C(Cc1ccc(F)cc1)NCC(c1ccco1)N1CCOCC1 (centres undefined)
i	0.056	57	CC1CN(S(=O)(=O)c2ccc(C(=O)Nc3ccc4scnc4c3)cc2)CC(C)O1 (centres undefined)
i	0.038	47	Cc1cc(C)n(-c2nc3c(c(=O)n(CC(N)=O)c(=O)n3C)n2CCc2ccccc2)n1
i	0.063	31	COc1cccc(CNC(=O)Cc2csc(NC(=O)c3ccc[nH]c3=O)n2)c1
i	0.06	48	O=C(NCCc1c[nH]c2ccccc12)C(=O)Nc1ccc(F)c(Cl)c1
i	0.078	61	Cn1c(=O)c(C(=O)NCCc2c[nH]c3ccccc23)cc2cccnc21
i	0.072	61	O=C(CN1CCCC1)Nc1ccc(Br)cc1
i	0.13	59	COc1ccccc1/C=C/C(=O)c1cc(C)ccc1O
i	0.058	59	CC1(C)C(=O)NCCN1C(=O)c1cccc(C(F)(F)F)c1
i	0.13	56	COC(=O)c1c(N)n(C2CCCC2)c2nc3ccccc3nc12
i	0.043	29	CCOc1ccc(-c2ccc(=O)n(CCCC(=O)Nc3ccccc3CC)n2)cc1
i	0.077	56	Cc1ccc(Cl)cc1S(=O)(=O)NCCn1nc(-c2ccccn2)n(C)c1=O
i	0.099	65	COc1cc(OC)cc(C(=O)NCC(C)(O)c2ccccc2)c1 (centres undefined)
i	0.043	55	CS(=O)(=O)N1CCCc2cc(NC(=O)Oc3ccccc3)ccc21
i	0.072	50	CCOC(=O)CCC(=O)Nc1ccc2c(c1)CN(C(=O)C1CC1)CC2
i	0.074	63	CC(NC(=O)c1ccco1)c1nc2ccccc2n1CC(=O)N(C(C)C)C(C)C (centres undefined)
i	0.11	56	COc1ccccc1-c1nnc(NC(=O)c2ccccc2)o1
i	0.11	72	C=CCn1c(=O)c2c(nc3n2CC(C)CN3c2cccc(OC)c2)n(C)c1=O (centres undefined)
i	0.1	45	Cc1ccc(F)cc1S(=O)(=O)N1CCN(c2ccc(N3CCOCC3)nn2)CC1
i	0.1	69	COc1ccc(SCC(=O)N2CCN(c3nc4ccc([N+](=O)[O-])cc4s3)CC2)cc1
i	0.05	41	COc1ccc(CCC(=O)N2CCN(c3ncnc4c3nnn4C)CC2)cc1
i	0.068	52	CC(C)c1ccc(OCC(=O)Nc2nnc(-c3ccnn3C)o2)cc1
i	0.1	55	CC(=O)Cc1nc(-c2ccc(C)cc2)no1
i	0.07	62	COc1ccc(S(=O)(=O)N2CCCOC2CNC(=O)C(=O)NCc2ccc(C)cc2)cc1 (centres undefined)
i	0.068	44	CCOC(=O)Cc1csc(NC(=O)C2(c3cccs3)CCOCC2)n1
i	0.11	74	C=CCCC(=O)NCC(O)Cc1ccccc1 (centres undefined)
i	0.084	69	Cc1c(C(=O)N2CCOCC2)c(C(F)(F)F)nn1C
i	0.1	69	CN1CCN(/C=C(\C#N)C(=O)NCCc2ccccc2)CC1
i	0.14	45	Cc1cc(=O)[nH]c(-n2nc(-c3ccco3)cc2NC(=O)c2ccc(Br)o2)n1
i	0.09	52	COc1ccccc1CCNC(=O)c1ccc(N2CCCCS2(=O)=O)cc1
i	0.19	69	COc1ccc(OC)c(-c2nnc(NC(=O)c3nn(C)cc3C)o2)c1
i	0.098	48	CS(=O)(=O)c1ccccc1NC(=O)c1ccc(Cl)s1
i	0.16	69	COc1ccc(CNC(=O)Cn2nc3c(c2NC(=O)c2c[nH]c4ccccc24)CSC3)cc1
i	0.091	61	Cc1nn(CCNC(=O)c2cccs2)c(C)c1Cl
i	0.2	58	O=C(c1cccc2ccccc12)N1CCN(c2ncnc3c2nnn3-c2ccc(Cl)cc2)CC1
i	0.091	54	COc1ccc(Cn2c(-n3nc(C)cc3C)nc3c2c(=O)n(C)c(=O)n3C)cc1
i	0.074	64	COc1ccc(S(=O)(=O)CCC(=O)Nc2ccc(O)c(-c3nc4ccccc4s3)c2)cc1
i	0.068	24	CC1CCc2nc(NC(=O)C3CCCN(S(C)(=O)=O)C3)sc2C1 (centres undefined)
i	0.04	59	CCOc1ccc(C)cc1S(=O)(=O)Nc1ccc2c(c1)N(S(=O)(=O)CC)CCC2
i	0.1	69	COc1ccc(CCC(=O)NCCOc2ccc3nnc(-c4ccc(F)cc4)n3n2)cc1
i	0.07	61	COc1ccc(CNC(=O)C(=O)NCC2OCCCN2S(=O)(=O)c2cc(C)ccc2C)cc1 (centres undefined)
i	0.098	65	COc1ccc(-n2nnnc2SCCC(=O)Nc2cccc(C)c2)cc1
i	0.025	41	O=C(NCC1CCCO1)C(=O)Nc1c2c(nn1-c1ccc(F)cc1)CSC2 (centres undefined)
i	0.04	46	CCc1ccc(-c2ccc(=O)n(CC(=O)NCC3CCCO3)n2)cc1 (centres undefined)
+	0.1*	9.9*	COCC(C)(O)CNC(=O)c1cn(C)nc1OC (centres undefined)
i	0.08	68	O=C(CCCS(=O)(=O)c1ccccc1)Nc1nc(-c2ccc3ccccc3c2)cs1
i	0.084	61	O=C(C1CCCC1)N1CCN(c2ncnc3c2nnn3-c2ccc(Cl)cc2)CC1
i	0.13	50	CC1(C)N=C(SCC(=O)Nc2cccc(C(F)(F)F)c2)c2ccccc2N1
i	0.089	61	CC(=O)Nc1cccc(NC(=O)Cn2nc(C(=O)N3CCOCC3)cc2C)c1
i	0.073	40	CNC(=O)Cc1ccc(NS(=O)(=O)c2ccc(F)cc2C)cc1
i	0.12	45	COc1ccc(N(CC(=O)NCCc2ccccc2)S(=O)(=O)c2cccnc2)cc1
i	0.027	47	COc1ccc(S(=O)(=O)CC(=O)Nc2nnc(-c3ccc4c(c3)OCCO4)o2)cc1
i	0.16	53	CN(C)CCN(C(=O)CCCS(=O)(=O)c1ccc(F)cc1)c1nc2ccc(F)cc2s1
i	0.061	57	CC(C)(C)NC(=O)C(=O)NCC(c1cccc2ccccc12)N1CCCC1 (centres undefined)
i	0.084	59	CCOC(=O)/C=C/COc1ccc2oc(C)c(C(=O)OC)c2c1
i	0.061	50	COc1ccc2sc(N(CCN3CCOCC3)C(=O)/C=C/c3cccs3)nc2c1
i	0.14	46	COC(=O)c1c(NC(=O)C2CCCN(S(C)(=O)=O)C2)sc2c1CCN(C(C)=O)C2 (centres undefined)

# The list continues.
GluA2 TARP mod	GluA2 TARP mod agonism max-min	GluA2 TARP mod glutamate slope	Structure
i	0.11	49	Cc1cc(C)c(NC(=O)Cn2nc(-c3ccc(Cl)cc3)ccc2=O)c(C)c1
i	0.075	62	Cc1noc(C)c1CN1CCN(S(=O)(=O)C2CC2)CC1
i	0.048	63	O=C(NCCN1CCN(c2ccccn2)CC1)c1cccc(Br)c1
i	0.11	63	Cc1ccc(Oc2cccc(NC(=O)Cc3noc4ccccc34)c2)nn1
i	0.07	32	CC(C)(C)NCC(=O)N1CC(=O)Nc2ccccc21
i	0.12	52	O=C1COc2ccccc2N1Cc1nc(-c2cccs2)no1
i	0.063	26	O=C(Nc1nnc(-c2ccc3c(c2)CCCC3)o1)c1cccc(N2C(=O)CCC2=O)c1
i	0.085	68	Cc1ccccc1NC(=O)NCC1CCN(C(=O)COc2ccccc2)CC1
i	0.097	49	CC(=O)N1CCc2c(sc(NC(=O)c3cccc(S(=O)(=O)C(C)C)c3)c2C(N)=O)C1
i	0.1	54	Cc1ccc(Oc2ccc(NC(=O)COc3ccc(Cl)cc3Cl)cc2)nn1
i	0.1	64	O=C(Nc1ccc([N+](=O)[O-])cc1)C(=O)NC1CC1
i	0.1	67	CC1CCN(S(=O)(=O)c2ccc(-c3nc(C#N)c(N4CCN(c5ccccc5)CC4)o3)cc2)CC1
+	0.14*	52*	CCOc1ccc2ccccc2c1C(=O)NCC(c1cccs1)N(C)C (centres undefined)
i	0.042	30	O=C(CSCc1ccccc1)NCC1CCN(C(=O)/C=C/c2ccco2)CC1
i	0.14	68	O=C(CSc1ncn[nH]1)Nc1ccc(Cl)cc1
i	0.075	72	CN1CCN(C(CNS(=O)(=O)c2ccc(Br)cc2)c2ccc3c(c2)OCO3)CC1 (centres undefined)
i	0.16	64	Cc1ccc(Cn2c(=O)c3c(nc4n3CC(O)CN4c3ccccc3)n(C)c2=O)cc1 (centres undefined)
i	0.085	57	CCOC(=O)c1ccc(NC2OC(=O)c3c2ccc(OC)c3OC)cc1 (centres undefined)
i	0.08	60	CC(Sc1nnnn1-c1ccccc1)C(=O)Nc1ccc(S(N)(=O)=O)cc1 (centres undefined)
i	0.074	70	COc1ccc(/C=C2\Oc3cc(OCC(=O)OC(C)(C)C)ccc3C2=O)cc1OC
i	0.12	63	CCOc1ccc(NC(=O)CCc2csc(NC(=O)c3cccs3)n2)cc1
i	0.028	37	COc1ccc2nc(-c3cccc(NC(=O)c4cc(C)cc(C)c4)c3)cn2n1
+	0.21*	42*	CC(C)(C)NC(=O)N1CCN(c2cc(N3CCOCC3)ncn2)CC1
i	0.076	74	CN(c1ccccc1)S(=O)(=O)c1ccc(C(=O)N2CCc3ccccc32)cc1
i	0.097	55	O=C(Nc1nnc(-c2ccc(Br)s2)o1)C1CCCCC1
i	0.076	53	CC(C)CNCC(O)COc1cccc2ccccc12 (centres undefined)
i	0.084	58	Cn1nccc1-c1nnc(NC(=O)Cc2cccs2)o1
i	0.12	65	O=C(NCc1ccc(Cl)cc1)N(CCc1ccccc1)Cc1ccccn1
i	0.1	73	O=C(O)c1ccc(CSc2nncc3ccccc23)cc1
+	0.17*	-2.6*	CCOc1cc(/C=C/c2ccc3cccc(O)c3n2)ccc1OC

# Some of these compounds in order of SMILES length, high to low.
GluA2 TARP mod	GluA2 TARP mod agonism max-min	GluA2 TARP mod glutamate slope	Structure
i	0.063	26	O=C(Nc1nnc(-c2ccc3c(c2)CCCC3)o1)c1cccc(N2C(=O)CCC2=O)c1
i	0.16	64	Cc1ccc(Cn2c(=O)c3c(nc4n3CC(O)CN4c3ccccc3)n(C)c2=O)cc1 (centres undefined)
i	0.074	70	COc1ccc(/C=C2\Oc3cc(OCC(=O)OC(C)(C)C)ccc3C2=O)cc1OC
i	0.08	60	CC(Sc1nnnn1-c1ccccc1)C(=O)Nc1ccc(S(N)(=O)=O)cc1 (centres undefined)
i	0.042	30	O=C(CSCc1ccccc1)NCC1CCN(C(=O)/C=C/c2ccco2)CC1
i	0.12	63	CCOc1ccc(NC(=O)CCc2csc(NC(=O)c3cccs3)n2)cc1
i	0.11	63	Cc1ccc(Oc2cccc(NC(=O)Cc3noc4ccccc34)c2)nn1
i	0.12	65	O=C(NCc1ccc(Cl)cc1)N(CCc1ccccc1)Cc1ccccn1
i	0.1	64	O=C(Nc1ccc([N+](=O)[O-])cc1)C(=O)NC1CC1
+	0.17*	-2.6*	CCOc1cc(/C=C/c2ccc3cccc(O)c3n2)ccc1OC
i	0.097	55	O=C(Nc1nnc(-c2ccc(Br)s2)o1)C1CCCCC1
i	0.084	58	Cn1nccc1-c1nnc(NC(=O)Cc2cccs2)o1
i	0.14	68	O=C(CSc1ncn[nH]1)Nc1ccc(Cl)cc1
i	0.076	53	CC(C)CNCC(O)COc1cccc2ccccc12 (centres undefined)

# More compounds follow:
GluA2 TARP mod	GluA2 TARP mod agonism max-min	GluA2 TARP mod glutamate slope	Structure
i	0.11	61	COc1ccc(N2CCCS2(=O)=O)cc1NC(=O)Nc1ccc(F)cc1
i	0.084	59	COc1ccc(-c2cc(C(=O)NC3CCCC3)c3c(C)nn(C4CCS(=O)(=O)C4)c3n2)cc1 (centres undefined)
i	0.044	47	O=C(CC1NCCNC1=O)OCC1CCCO1 (centres undefined)
i	0.12	61	CN(C)CCCN1C(=O)C(O)=C(C(=O)c2cc3ccccc3o2)C1c1cccc([N+](=O)[O-])c1 (centres undefined)
i	0.11	58	O=C(Nc1ccc(Cl)c(Cl)c1)N1CCC(c2cccs2)CC1
i	0.095	54	COc1ccc(NC(=O)C2CN(C(C)=O)C2)cc1
i	0.078	61	Cc1c(C(=O)NCCc2ccccc2)c(C(F)(F)F)nn1C(C)C
i	0.1	66	Cc1nc(NCC(C)C)nc(NCc2ccccc2)c1[N+](=O)[O-]
i	0.06	48	CC(Oc1ccccc1)C(=O)N1CCC2(CC1)NC(=O)N(CCc1ccccc1)C2=O (centres undefined)
i	0.087	55	O=C(COc1ccc(Cl)cc1Cl)Nc1ccc(CC(=O)NC2CC2)cc1
i	0.16	60	COCCn1c(=NC(=O)c2ccn(C)n2)sc2cc(Cl)ccc21
i	0.087	45	CCN(CC)CC(O)COc1ccc(C23CC4CC(CC(C4)C2)C3)cc1 (centres undefined)
i	0.041	25	COc1ccc(C)cc1S(=O)(=O)NCc1ccsc1
i	0.091	66	CC(NC(=O)c1ccc(N2CCCCS2(=O)=O)cc1)c1ccccc1 (centres undefined)
+	0.089*	44*	CCC(=O)Nc1ccc(N2CCCCC2=O)c(OC)c1
i	0.067	37	COCCCN1COc2ccc3c(=O)c(-c4ccccc4)c(C(F)(F)F)oc3c2C1
i	0.053	54	COc1cccc(OCCOCC(O)CN2CCN(Cc3ccccc3)CC2)c1 (centres undefined)
i	0.092	24	O=C(c1ccc2c(=O)n3c(nc2c1)SCCC3)N1CCCC1
i	0.077	70	O=S(=O)(C1CCCCC1)N1CCC(c2cccs2)CC1

# Bioassay records (PubChem)
